ADAM10 inh = inhibits human ADAM10. hit rate 0.62% among 370,000. AID 720582. O14672. inhibition, % at 7 µM. recombinant ADAM10, EDANS/DABCYL FRET peptide cleavage, 3 h;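 active = inhibition above a per-campaign cutoff equal to the mean of compounds falling between control-based bounds plus 3 SD, cut at about 20% in these data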;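 also: 0% = DMSO wells while the 100% control is not disclosed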
FXN GAA850 act = increases GAA850 frataxin promoter reporter activity. AID 540364. HEK293 lucGAA850 FXN promoter luciferase reporter, 24 h; percent of 10 µM SAHA response. activation, % at 6 µM. hit rate 0.56% among 360,000;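 active = activation above the average of all compounds screened plus 3 SD, cutoff fixed separately per campaign, cut at about 7.5% in these data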;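 also: 0% = DMSO wells and 100% = 10 µM SAHA wells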
NPR2 activator = GC-B (human) receptor activation; P20594; HEK293-GC-B cells, CNP EC30, cGMP TR-FRET; 0% at EC30 CNP, 100% saturating CNP; activation, % at 10 µM; hit rate 0.11% among 370,000;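 active = activation at 10 µM reaching about 35% in either raw or pattern-adjusted values, limit read from the data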
HGIII-sPLA2 inh = Inhibits HGIII-sPLA2 liposome hydrolysis, primary screen. inhibition, % at 12.2 µM. hit rate 0.56% among 370,000. Q9NZ20. QFRET BODIPY PC-A2 liposome hydrolysis, fluorescence;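 active = inhibition above mean plus 3 SD of compounds lying within the high and low control bounds, cut at about 19% in these data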;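 also: 0% = median of test compound wells and 100% = no enzyme DMSO wells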
Target sequence (Q9NZ20 whole entry, looked up): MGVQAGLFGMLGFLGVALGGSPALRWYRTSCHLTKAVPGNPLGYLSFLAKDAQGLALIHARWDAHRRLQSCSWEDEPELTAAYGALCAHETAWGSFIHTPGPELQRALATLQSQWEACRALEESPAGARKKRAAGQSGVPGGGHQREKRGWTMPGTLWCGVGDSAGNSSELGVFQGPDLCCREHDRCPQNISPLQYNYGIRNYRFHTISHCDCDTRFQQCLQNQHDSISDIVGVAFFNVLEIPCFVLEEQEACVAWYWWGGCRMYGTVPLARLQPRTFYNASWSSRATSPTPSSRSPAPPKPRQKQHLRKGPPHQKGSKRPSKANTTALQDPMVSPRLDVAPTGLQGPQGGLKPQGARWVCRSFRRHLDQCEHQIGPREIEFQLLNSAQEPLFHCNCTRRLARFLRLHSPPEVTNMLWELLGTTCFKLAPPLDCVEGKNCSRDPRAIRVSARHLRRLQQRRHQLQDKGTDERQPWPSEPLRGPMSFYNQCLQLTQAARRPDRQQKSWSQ
NPR1 activator = GC-A (human) enzyme activation | hit rate 0.14% among 370,000 | activation, % at 10 µM | AID 1671463 | HEK293 GC-A cells, cGMP TR-FRET, EC30 ANP; 0% at EC30 ANP, 100% saturating ANP; in the data active = activation above about 40%
ARFGAP1 inh = rat ARFGAP1 inhibition | Q62848 | Arfgap1-stimulated ARF1 GTP hydrolysis, GDP FP detection | inhibition, % at 16.5 µM | hit rate 0.26% among 360,000;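 active = inhibition above a per-plate limit, mean inhibition of low control wells plus 3 SD, cut at about 25% in these data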;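 also: 0% = DMSO wells with enzyme and 100% = wells lacking Arfgap1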
Target sequence (Q62848 1-136 limits assumed): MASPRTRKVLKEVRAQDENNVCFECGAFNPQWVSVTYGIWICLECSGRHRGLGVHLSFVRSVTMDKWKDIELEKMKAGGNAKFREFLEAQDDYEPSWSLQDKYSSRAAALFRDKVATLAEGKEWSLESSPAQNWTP
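Replicates: Single well per compound | Assay system: Truncated rat Arfgap1 GAP domain | Control set: No-Arfgap1 wells (100%) versus DMSO full-reaction wells (0%) | Times: Enzyme reaction 120 min at 25 °C after 20 min preincubation | Reagent: Human ARF1(Δ1-17)-GTP substrate | Measured by: Tracer-displacement fluorescence polarization with EDTA stop, 620/688 nm | Measure: Percent inhibition of Arfgap1-stimulated GTP hydrolysis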
KLK7 zymogen act = activators of human kallikrein-7 zymogen; P49862; activation, % at 7 µM; purified proKLK7, EDANS-DABCYL substrate fluorescence; 100% is mature enzyme control, 0% vehicle; hit rate 0.9% among 370,000;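 active = activation above the mean of all tested compounds plus 3 SD, computed per campaign excluding outliers beyond control limits, cut at about 13% in these data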
ASAP1 GAP inh = inhibitors of human ASAP1 ArfGAP activity | inhibition, % at 16.5 µM | Q9ULH1 | ASAP1-stimulated ARF1 GTP hydrolysis, GDP FP detection | hit rate 0.19% among 360,000; in the data active = inhibition above about 25%;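 also: 0% = vehicle with enzyme and substrate and 100% = no enzyme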
Target sequence (Q9ULH1 325-724 limits assumed): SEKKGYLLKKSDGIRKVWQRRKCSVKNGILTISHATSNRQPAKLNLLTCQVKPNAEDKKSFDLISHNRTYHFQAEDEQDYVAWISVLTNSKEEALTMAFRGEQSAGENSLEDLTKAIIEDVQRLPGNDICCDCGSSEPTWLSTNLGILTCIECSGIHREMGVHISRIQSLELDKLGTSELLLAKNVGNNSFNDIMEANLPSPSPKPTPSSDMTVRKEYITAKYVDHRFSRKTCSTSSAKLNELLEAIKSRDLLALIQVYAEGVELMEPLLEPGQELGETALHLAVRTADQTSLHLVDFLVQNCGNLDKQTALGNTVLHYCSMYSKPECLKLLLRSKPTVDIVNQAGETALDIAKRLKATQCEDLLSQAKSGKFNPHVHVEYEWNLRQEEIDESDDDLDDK
rCAG RNA binder = binds r(CAG) RNA repeats; r(CAG) RNA repeat, TO-PRO-1 dye displacement fluorescence; inhibition, % at 3 µM; hit rate 1.3% among 370,000;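 active = inhibition above the plate cutoff, the mean of all test compounds on that plate plus 3 SD, cut at about 35% in these data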;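 also: 0% = DMSO alone and 100% = 100 µM mitoxantrone as full dye displacement; higher means more dye released from RNA so lower well fluorescence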
DDE Tn6 FP inh = DD(E)-Tn6 binding inhibition, primary FP screen; inhibition, % at 8.3 µM; AID 720509; Fibrin DD(E) TRITC-Tn6 fluorescence polarization displacement; P02675; hit rate 0.21% among 370,000;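 active = inhibition above a per-campaign cutoff: mean of compounds within control limits plus 3 SD, cut at about 15% in these data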;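 also: 0% = median of all compound wells on the plate and 100% = blocking peptide control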
* hit, by the source's call; . = no result given; & = joins results of further samples.

SMILES	ADAM10 inh	FXN GAA850 act	NPR2 activator	HGIII-sPLA2 inh	NPR1 activator	ARFGAP1 inh	KLK7 zymogen act	ASAP1 GAP inh	rCAG RNA binder	DDE Tn6 FP inh
COc1cccc(/C=C(\C)C(=O)c2c(C)cc(C)[nH]c2=O)c1OC	2	2.6	-3	-3	-8	3	-0.5	-2	8	-8
CC1(C(=O)N2CCN(c3ccccc3)CC2)CC1(Cl)Cl (configuration not stated)	-4	-0.2	3	6	2	10	0.1	5	-6	1
CCc1ccc(S(=O)(=O)NC2CC(C)(C)NC(C)(C)C2)cc1	5	-1.0	6	0	-3	-4	0.2	11	0	5
Cc1cccc(NC(=O)NCCCCc2ccccc2)c1	7	3.7	8	-13	0	0	-0.6	2	-4	6
CN(CC(=O)Nc1ccc(F)cc1)C(=O)C1CC(=O)N(Cc2ccccc2)C1 (configuration not stated)	1	3.9	2	5	2	8	0.1	3	-1	-2
CN(C)c1nc2n(c(=O)n1)CCO2	2	1.0	4	5	4	13	-0.3	-11	-4	0
COC(=O)c1cccc(C(=O)N2CCCC(Nc3ccc4c(c3)OCCO4)C2)c1 (configuration not stated)	2	-0.1	1	4	4	4	0.5	15	-3	0
Cc1ccc(S(=O)(=O)N2CCN(C(=O)c3ccco3)CC2)cc1C	-2	-2.9	3	2	1	3	-0.7	-14	-4	-3
Cc1ccc(C(=O)N2CCN(S(=O)(=O)c3ccc(C)cc3)CC2)cc1	-5	-1.2	4	0	0	9	-0.4	-13	-8	9
C=CCN1C(c2cccc(C(F)(F)F)c2)=CS/C1=C(/C#N)c1nnc(N2CCOCC2)n1-c1ccccc1	5	0.1	-3	-8	-11	-5	0.1	-7	-7	-7
O=C(O)CCC(=O)Nc1ccc(C(=O)N2CCCCC2)cc1	-1	1.1	2	7	0	0	0.4	-11	1	4
Cc1ccc2nc(-c3cccc(SC4CCCCC4)c3)c(NC3CCCCC3)n2c1	-21&-24	1.1	12&5	4&14	13&2	-13&11	-1.1&-0.6	-16&4	-2&3	-6&-1
CC(C)c1ccc(NC(=O)C2Cc3c(-c4ccc5c(c4)OCO5)ccnc3O2)cc1 (configuration not stated)	-5	0.9	10	-12	9	6	0.2	-1	8	6
O=C(NCc1n[nH]c(=S)n1-c1ccc(Br)cc1)c1cccs1	5	0.3	-4	13	5	8	-0.2	6	-1	4
Cc1ccc2[nH]c3c(c2c1)SC(C)(C)CC3=O	-95	-0.2	1	-2	1	12	15*	13	-1	-2
O=S1(=O)CCSC[C@@H](CNCc2ccco2)N1	-15	.	4	15	-1	-7	-0.4	0	0	-4
CSc1ncccc1C(=O)N(C)CC(=O)Nc1ccc(Cl)c(C(F)(F)F)c1	-4	-0.2	-4	3	-4	5	0.0	2	-3	-3
CN(Cc1ccccc1)C(=O)CCNC(=O)Cn1cnc2ccccc2c1=O	-2	0.0	3	-2	2	3	0.2	-3	-6	-3
Cc1ccc(C(O)c2ncc(-c3ccccc3F)[nH]2)c(C)c1 (configuration not stated)	-2	2.0	4	3	4	-4	-0.8	-14	0	5
CCOc1ccc(NC(=O)NC23CC4CC(CC(C4)C2)C3)cc1	-2	2.6	4	-5	-2	-7	0.0	0	-5	2
O=C(NCCC(=O)N1CCN(c2ccccc2O)CC1)c1ccc(Br)cc1	8	1.9	-1	-14	-1	4	-0.7	5	1	-3
Cc1ccc(-n2cc(CN3CCN(C(=O)c4ncn[nH]4)CC3)c(-c3ccc(F)cc3)n2)cc1	5	-0.1	-3	-47	-2	-9	1.1	0	-3	-7
Cc1ccc(S(=O)(=O)N(C)CC(=O)NNC(=O)CCC(=O)c2ccc(F)cc2)cc1	9	-1.8	-1	-8	0	-3	0.0	2	2	2
OC(c1ccccc1)c1nccn1Cc1ccccc1 (configuration not stated)	-3	1.1	1	2	0	6	-0.3	-12	2	0
CC1CC1C(=O)OCC(=O)c1c(N)n(C)c(=O)n(C)c1=O (configuration not stated)	-10	0.9	-2	1	7	-5	-0.4	3	-4	3

Next section:
SMILES	ADAM10 inh	FXN GAA850 act	NPR2 activator	HGIII-sPLA2 inh	NPR1 activator	ARFGAP1 inh	KLK7 zymogen act	ASAP1 GAP inh	rCAG RNA binder	DDE Tn6 FP inh
Oc1ccc(/C=N/Nc2nn3cnnc3c3ccccc23)cc1	0	0.9	0	-5	2	10	1.0	5	4	-12
CC(=O)c1c(C)oc2ccc(N(C(=O)C3CCCCC3)S(=O)(=O)c3cc([N+](=O)[O-])ccc3C)cc12	-13	-1.0	5	6	-2	8	-0.6	-10	2	-3
COc1ccc(NC2=NCCCCC2)cc1	3	-0.2	3	3	1	-1	0.1	6	2	2
CCCSC1=N/C(=C\c2ccc3c(c2)OCO3)C(=O)S1	-7	-1.4	-2	1	-1	9	-0.4	8	14	-12
COc1nsnc1NS(=O)(=O)c1ccc(NC(=S)NC(=O)c2cccnc2)cc1	-7	1.8	3	6	-2	-7	0.6	-10	5	-2
CC1CCN(c2c3c(nc4ncnn24)CCCC3)CC1	0	.	-10	0	2	.	0.7	.	-1	-1
CC(C)(C)C(=O)NC(=S)NNC(=O)c1ccncc1	-4	0.9	5	9	1	-4	-0.1	-9	4	4
O=C(COC(=O)c1ccco1)NCc1ccc(Cl)cc1Cl	-5	1.9	-3	8	2	-9	-0.2	-4	-1	-6
COc1ccc(-c2csc(NC(=O)CSc3nc(C)cs3)n2)cc1	5	6.8	-3	-19	1	11	0.3	2	1	-3
COc1ccc(C2NC(c3ccc(OC)cc3)C(c3ccccc3)C(=O)C2c2ccccc2)cc1 (configuration not stated)	6	0.6	-5	-7	4	-12	-0.5	-6	3	-5
Cc1cc(C)c[n+](-c2[nH]c(=O)sc2/C=N/N=C(\[O-])c2cccnc2)c1	14	2.4	-4	2	-4	-1	0.1	-8	-2	-4
CCC(CC)C(=O)NCCc1ccc(OC)c(OC)c1	-20	1.8	-4	12	6	0	0.1	-3	-2	-7
CC(C)CNC(=O)OCc1cn(Cc2cccc(F)c2F)nn1	2	.	6	7	2	.	-0.1	.	0	1
CCOC(=O)CN(C)Cc1cn[nH]c1-c1ccc2cc(OC)ccc2c1	0	2.7	1	-7	-4	-20	0.1	-21	-3	5
COC(=O)CS(=O)(=O)c1ccc(C)cc1	-4	1.7	-3	-3	4	-1	-0.8	2	-3	0
C=CCCC(=O)NC1CCCc2c1cnn2-c1ccccc1F (configuration not stated)	-1	1.1	3	-1	2	-10	-0.6	9	-3	-3
CCn1cc(/C=C(\NC(=O)c2cc(OC)c(OC)c(OC)c2)C(=O)NCCN2CCOCC2)c2ccccc21	9	0.2	-2	-2	0	-1	0.6	0	-4	-4
CC(=O)N/C(=C\c1ccc(F)cc1)C(=O)N(C)C	2	2.6	8	7	2	4	-0.3	-6	-1	4
CC1(C)CC2CN(Cc3ccccc3)S(=O)(=O)N2C1 (configuration not stated)	1	.	-3	0	-3	.	.	.	.	7
C=C(C)Cn1c(CCNC(=O)C(C)C)nc2ccccc21	5	-0.3	-4	4	-4	-2	-0.5	9	0	6
COc1cc(OC)c(S(=O)(=O)NCc2cccnc2)cc1NC(C)=O	7	0.9	2	0	-1	9	0.2	-6	0	-2
CC1CCN(CC(=O)N2CCN(c3ccccc3)CC2)CC1	-3	1.0	-1	8	0	5	0.3	4	-4	2
O=S(=O)(/C=C/c1ccccc1)N1CCNCC1	-10	-0.6	2	-5	0	-7	0.6	4	5	8
Cc1ccc(NC(=O)COC(=O)c2cc(-c3cccs3)nn2-c2ccccc2)cc1[N+](=O)[O-]	6	1.3	-10	3	-18	9	0.5	6	1	-1
Cc1cc(N2CCN(C)CC2)nc2ccc(NC(=O)c3ccc4c(c3)OCO4)cc12	-7	-1.3	8	-12	4	5	19*	3	-3	4

(further entries)
SMILES	ADAM10 inh	FXN GAA850 act	NPR2 activator	HGIII-sPLA2 inh	NPR1 activator	ARFGAP1 inh	KLK7 zymogen act	ASAP1 GAP inh	rCAG RNA binder	DDE Tn6 FP inh
Cc1ccn2c(C(=O)CSc3ccc(Cl)cc3)c(C)nc2c1	1	2.3	-4	-12	-4	-5	0.3	11	-5	9
CCc1nc2c(OCc3ccc(Cl)cc3Cl)cccn2c1N(C)C(=O)C1CC1	3	-0.4	-5	-3	-6	-1	0.0	2	-3	10
CCCOc1ccc(N2C(=O)C3ON(c4ccccc4)C(CCC)C3C2=O)cc1 (configuration not stated)	2	1.8	0	-8	4	-7	-0.1	-9	0	3
CCCS(=O)(=O)NC(=O)C1(C)CCCN(C(=O)c2sccc2C)C1 (configuration not stated)	-9	-0.7	3	1	-1	2	-0.5	1	4	-1
Cc1cccc(NC(=O)CSCc2nc3c(nnn3Cc3ccc(F)cc3)c(=O)[nH]2)c1C	-4	1.1	6	-2	4	2	-1.0	7	9	-3
O=C(CCc1nc2ccccc2c(=O)[nH]1)Nc1nnc(SCc2ccc(F)cc2)s1	-4	-0.1	-8	7	2	1	-0.4	11	3	4
FC(F)(F)c1cccc(Cc2noc(CN(Cc3ccccn3)CC3CCCO3)n2)c1 (configuration not stated)	-5	-0.2	3	1	-1	-8	0.4	6	-12	-5
COc1ccc(CN2C(=O)CCC2(C)c2nnnn2-c2c(C)cccc2C)cc1 (configuration not stated)	-4	.	-4	0	-1	-4	0.5	-18	-1	-11
CN1/C(=C/C=C(C#N)C#N)C(C)(C)c2ccccc21	9	-2.2	-3	-1	-2	1	-0.1	-6	3	-1
COC(=O)C1(S(=O)(=O)c2cccc3nsnc23)CC1	-3	0.2	-8	1	-1	9	0.4	-5	1	-6
COc1ccc(C(=O)Nc2ccc(NC(=O)c3cccc(F)c3)cn2)cc1	2	-2.2	4	0	0	4	-0.6	4	2	-4
NC(=O)c1ncc(C(F)(F)F)cc1Oc1ccc(F)cc1	8	0.1	0	10	5	-5	0.7	2	3	-1
CCCc1c(-c2ccc(F)cc2)ncn1CCc1ccccc1OC	-2	.	-4	-2	-7	-11	0.3	1	0	5
COc1ccc(C(=O)NNC(=O)CN2CCC(n3nnc4cc(C(F)(F)F)ccc43)CC2)cc1	3	-0.8	2	-8	-4	2	-0.2	12	-2	2
CC(C)(C)NS(=O)(=O)CC12CCC(CC1=O)C2(C)C (configuration not stated)	-8	0.5	4	3	1	8	-0.9	-4	-2	-4
O=C1NC(=NCc2ccccc2)S/C1=C\c1ccccc1	0	-0.1	-6	3	7	3	-0.8	9	7	-1
CCCCCCn1c(CN2CCCC(C)C2)nc2c1c(=O)n(C)c(=O)n2C (configuration not stated)	-4	-1.3	1	5	-1	3	-0.3	9	2	-3
COC(=O)c1sccc1NC(=O)c1cccc(Cl)c1	5	1.5	.	0	.	9	1.2	-9	1	6
NS(=O)(=O)c1ccc(CNC(=O)c2ccc(S(=O)(=O)C(F)F)cc2)cc1	-9	-0.4	0	1	0	-6	-0.3	-2	2	-4

Part of the list above, reduced to rCAG RNA binder.
smiles | rCAG RNA binder
COc1ccc(-c2csc(NC(=O)CSc3nc(C)cs3)n2)cc1 | 1
CCCOc1ccc(N2C(=O)C3ON(c4ccccc4)C(CCC)C3C2=O)cc1 (configuration not stated) | 0
